DAX1 inh-1 = inhibits human nuclear receptor DAX1 | P51843 | HEK293 Gal4-DAX1 luciferase reporter, luminescence | inhibition, % at 6.75 µM | actives 0.99% (n = 340,000) | AID 504766;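 active means inhibition above the mean over all tested compounds plus 3 SD, cut at about 4.2% in these data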;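 further: 0% = DAX1-transfected cells with DMSO and 100% = empty-vector control cells with DMSO; inhibition shows as a rise in luminescence from relieved DAX1 repression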
ADAM17 inh = inhibitors of human ADAM17; P78536; AID 720648; recombinant ADAM17, EDANS/DABCYL FRET peptide cleavage; actives 0.83% (n = 370,000); inhibition, % at 6.95 µM;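 active means inhibition above the mean of compounds lying between control limits plus 3 SD, set per campaign, cut at about 8.5% in these data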;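 further: 0% = DMSO-only wells as the low control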
PLCb3 inh = PLC-beta3 (human) inhibition, primary screen; Q01970; Purified PLC-beta3, fluorogenic substrate, fluorescence; inhibition, % at 12.2 µM; actives 0.18% (n = 370,000); in the data active means inhibition above about 11%;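 further: 0% = median of compound wells on plate and 100% = full blocker control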
ssDAF-12 act = activates DAF-12 receptor from parasite S. stercoralis; HEK293 ssDAF-12/GRIP1 lit1-tk-luc reporter, luminescence; % of 3 µM dafachronic acid response; activation, % at 6.8 µM; actives 1% (n = 370,000); AID 652126;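 active means activation above the mean over all tested compounds plus 3 SD, cut at about 0.9% in these data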;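 further: 0% = DMSO-only wells and 100% = 3 µM delta7-dafachronic acid wells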
ADAM10 inh = inhibits human ADAM10; recombinant ADAM10, EDANS/DABCYL FRET peptide cleavage, 3 h; inhibition, % at 7 µM; AID 720582; O14672; actives 0.62% (n = 370,000);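 active means inhibition above a per-campaign cutoff equal to the mean of compounds falling between control-based bounds plus 3 SD, cut at about 20% in these data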;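 further: 0% = DMSO wells while the 100% control is not disclosed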
GAA850 FXN act = frataxin GAA850 promoter activation; AID 540364; activation, % at 6 µM; HEK293 lucGAA850 FXN promoter luciferase reporter, 24 h; percent of 10 µM SAHA response; actives 0.56% (n = 360,000);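 active means activation above the average of all compounds screened plus 3 SD, cutoff fixed separately per campaign, cut at about 7.5% in these data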;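 further: 0% = DMSO wells and 100% = 10 µM SAHA wells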
DAX1 inh-2 = inhibitors of DAX1 repression of SF-1 activated StAR promoter; HEK293T StAR-luciferase reporter, SF-1/DAX-1 repression relief; inhibition, % at 6.8 µM; actives 1.1% (n = 370,000); AID 652010;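 active means inhibition above the mean over all tested compounds plus 3 SD, cut at about 3.6% in these data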;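 further: 0% = DAX-1 cells with DMSO and 100% = cells lacking DAX-1 with DMSO; higher inhibition means more luminescence from relief of DAX-1 repression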
hcDAF12 agonist = H. contortus DAF-12 activation, primary screen | HEK293 hcDAF-12 lit1-tk-luc reporter, luminescence; 0% DMSO, 100% Δ7-dafachronic acid | activation, % at 6.8 µM | actives 1.4% (n = 370,000) | AID 652067;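 active means activation above the mean of all tested compounds plus 3 SD, cut at about 5.5% in these data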;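 further: 100% = response to 3 µM Δ7-dafachronic acid high control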
hgDAF-12 ag = activates the H. glycines DAF-12 receptor ligand-binding domain | actives 1.8% (n = 370,000) | activation, % at 6.8 µM | AID 687014 | HEK293 GAL4-hgDAF12 UAS-luciferase reporter, agonist luminescence; normalized to butyrate control;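 active means activation above a cutoff set at the mean of all screened compounds plus 3 SD, cut at about 10% in these data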;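 further: 0% = DMSO wells and 100% = sodium butyrate wells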
PLCg1 inh = blocks human PLC-gamma1 enzyme activity; P19174; purified PLC-gamma1, fluorogenic substrate, fluorescence; inhibition, % at 12.2 µM; actives 0.84% (n = 370,000); AID 720700; in the data active means inhibition above about 9.5%
sPLA2-III inh = Blocks human group III sPLA2 activity; Q9NZ20; QFRET BODIPY PC-A2 liposome hydrolysis, fluorescence; inhibition, % at 12.2 µM; actives 0.56% (n = 370,000);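 active means inhibition above mean plus 3 SD of compounds lying within the high and low control bounds, cut at about 19% in these data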;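 further: 0% = median of test compound wells and 100% = no enzyme DMSO wells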
* = called active by the depositor; x = not tested or not shown. This is a random part of the collection; about 6.9% have a hit in one of these screens.

SMILES	DAX1 inh-1	ADAM17 inh	PLCb3 inh	ssDAF-12 act	ADAM10 inh	GAA850 FXN act	DAX1 inh-2	hcDAF12 agonist	hgDAF-12 ag	PLCg1 inh	sPLA2-III inh
CCOc1ccc(CCNC(=O)c2ccc(C)c(S(=O)(=O)N3CCOCC3)c2)cc1OCC	1.3	-2.6	-2.7	-1.6	-7.2	0.4	-0.3	-1.6	-1.6	-1.3	-9.3
CS(=O)(=O)N1CCN(c2ccc(C(=O)NC34CC5CC(CC(C5)C3)C4)cc2[N+](=O)[O-])CC1	-0.9	-4.8	-2.3	-0.5	-1.9	4.2	-0.5	-0.1	0.6	1.4	2.2
Cc1ccc(NC(=O)[C@H](C)NC(=O)C2CCN(C(=O)[C@@H](N)CC(C)C)CC2)cc1	-1.5	3.8	-1.5	0.5	9.8	-1.8	-0.1	6.0*	2.0	5.7	4.9
CCOCCn1c(SCc2ccc(F)cc2)nc2c1c(=O)[nH]c(=O)n2C	0.3	-0.9	-1.4	-1.6	-12.5	2.3	-0.7	-1.4	-6.4	0.8	10.9
COc1ccccc1NC(=O)CSc1nnc(-c2ccoc2C)n1CCc1ccccc1	-0.8	3.0	2.7	-1.0	4.6	4.2	-0.1	-1.2	-2.9	0.7	-2.9
CCOc1cc(NC(=S)NCCCN2CCOCC2)c(OCC)cc1NC(=O)c1cccc(C)c1	1.3	-1.0	-0.3	-1.5	-7.8	1.9	0.1	-0.4	-3.7	-2.4	12.5
Cc1cccc(CN2CCCC(C(=O)Nc3ccc(-c4cscn4)cc3)C2)c1 (centres undefined)	0.0	2.5	-6.0	-1.1	5.9	-11.2	4.6*	-2.7	1.8	4.4	-25.2
COc1ccc(-c2ccc(C(=S)N3CCN(C(C)=O)CC3)o2)cc1	-0.9	-35.1	-38.6	-1.9	-101.7	3.5	0.2	-0.6	0.6	-25.3	-6.0
CCCN(CCC)S(=O)(=O)c1ccc(C(=O)Nc2ccc(OCC(=O)N3CCOCC3)cc2)cc1	2.0	-1.9	-3.8	-2.1	-1.9	0.5	0.1	-1.9	0.7	-1.8	-14.4
NC(c1csc(Nc2nccc(C(F)(F)F)n2)n1)C1CCCCC1 (centres undefined)	x	-4.6	0.5	-0.3	-10.0	-1.6	0.0	2.4	2.9	1.7	11.1
CC(=O)c1sc(Nc2ccc(C)cc2)nc1C	1.6	-2.3	-0.4	-1.0	-9.3	-1.4	0.4	-0.7	2.5	0.1	2.9
Cc1ccccc1Nc1nc(N)nc(CN(C)c2ccccc2)n1	0.4	1.7	-0.3	-0.8	-0.1	2.1	0.3	0.7	2.8	-1.5	3.5
O=C1Nc2ccccc2C(=O)N2[C@H](c3ccccc3)[C@@H]3C(=O)N(Cc4ccccc4)C(=O)[C@@H]3[C@H]12	-0.7	-0.4	-4.3	-1.2	-2.4	-3.4	0.0	-0.4	1.0	-2.4	-7.8
COC(=O)c1c(C)oc(C)c1S(=O)(=O)NC(c1ccccc1)c1ccccc1	-1.2	-0.1	-5.1	-0.8	-0.8	5.0	0.1	-1.1	0.0	-2.7	-5.8
COc1ccc(N2CCN(C(=O)Cc3ccc(Br)cc3)CC2)cc1	-0.9	-2.4	-6.8	-2.0	1.1	2.0	0.2	-1.9	-1.7	0.4	-6.1
COc1ccccc1-c1nnc2sc(-c3cc4ccccc4o3)nn12	-1.3	0.4	-18.8	-0.6	-4.2	-1.6	-0.9	-2.9	-2.5	-17.4	2.1
CCOC(=O)c1ccc(OCc2c(C)noc2C)cc1	0.6	0.1	-3.6	-1.8	-0.4	-0.1	-0.6	-2.4	3.2	-1.1	1.3
O=C(CSc1nc(-c2ccccc2)cc(C(F)(F)F)n1)NCCN1CCOCC1	1.4	2.1	0.7	-2.0	-1.6	-1.9	-0.2	-1.9	-0.4	1.7	3.9
O=C(NCc1ccc(F)cc1)C1CCN(S(=O)(=O)N2CCOCC2)CC1	-1.6	0.1	2.6	-0.9	2.6	-0.2	0.9	0.3	-0.4	-0.2	6.3
CCOC(=O)CNc1ncc([N+](=O)[O-])cc1C#N	1.8	2.9	1.1	-1.6	-9.3	1.8	-0.4	-0.5	-1.7	5.3	21.6*
COc1ccc(S(=O)(=O)N2CCOCC2)cc1NC(=O)CCNC(=O)c1ccc(Cl)cc1	-2.8	2.4	-2.9	-1.1	7.8	0.1	-6.0	1.6	-0.7	2.3	-2.2
O=C(O)CCSCCC(=O)O	0.0	-2.0	3.9	-1.3	-1.3	0.0	-0.3	-0.6	0.5	3.1	2.8
O=C(NCCc1cccc(Cl)c1)c1ccc(Cl)c([N+](=O)[O-])c1	0.4	0.5	1.2	-1.8	17.8	-1.4	0.3	0.0	3.6	5.0	-5.8
CSCCCN1CCCC(CO)(Cc2ccc(F)cc2)C1 (centres undefined)	0.4	0.6	-5.5	-1.3	-0.6	1.8	0.3	1.4	0.2	-0.5	-0.2
CC1CCCCC1NC(=O)C1CC(=O)N(Cc2ccccc2)C1 (centres undefined)	-0.5	-6.3	-5.5	-1.0	53.7*	0.7	1.2	-1.1	-1.6	3.3	-5.9
NC(=O)COc1cc2oc(=O)c3c(c2cc1Cl)CCCC3	-0.9	-63.9	-30.1	-1.6	-156.9	0.5	-0.7	-1.2	-1.4	-20.3	0.1
CCOC(=O)N1CCN(C(=O)CSc2nnc(-c3cccc(OC)c3)o2)CC1	0.0	-4.1	2.2	-1.4	-5.2	-1.7	-1.1	-1.7	-1.4	0.7	7.7
CCOc1cc(C#N)c(NC(=O)Cn2nnc3ccccc32)cc1OCC	0.0	-3.1	1.5	-0.5	-0.2	1.1	-0.5	1.1	1.4	1.2	0.1
CCO[C@H]1OC(C(=O)N2CCN(Cc3ccc4c(c3)OCO4)CC2)=C[C@@H](c2cn(C(C)=O)c3ccccc23)[C@@H]1CCCO	-1.2	1.6	-3.8	-1.6	14.7	-2.9	-0.5	-1.4	-3.6	-2.9	-51.2
O=C(O)C1C2CCC(O2)C1C(=O)Nc1ccccc1Br (centres undefined)	-0.5	-0.6	-3.7	-0.9	-1.3	5.4	0.1	0.5	0.1	1.3	10.7
O=C(CN1CCNCC1)Nc1ccccc1Cl	-1.2	-5.3	-16.3	-1.1	-2.0	-2.1	-0.9	-0.8	1.7	-13.9	-0.6
Oc1nc(Nc2ccc(Cl)cc2Cl)sc1/C=C1\C=Nc2ccccc21	-0.1	-3.3	-5.8	0.3	-3.6	2.9	0.3	2.4	2.6	-3.5	4.5
Cc1csc(SCc2nnc(-c3ccccc3Br)o2)n1	1.5	-4.4	-1.7	0.8	3.6	4.2	6.5*	4.8	15.7*	-2.3	-6.0
CC(=O)C1=C(O)C(=O)N(c2ccc(Br)cc2)C1c1ccc(Cl)cc1 (centres undefined)	0.1	-2.3	-38.8	-0.6	-10.1	4.2	0.1	-0.6	4.2	-19.8	-10.9
CC(C)(C)NC(=O)NC(=O)CSc1cccc(C(F)(F)F)c1	1.5	-3.0	-8.2	-1.5	-7.3	1.9	-1.2	-1.7	-2.5	1.4	-1.6
O=C(CCC(=O)N1CCOc2ccc(Cl)cc21)NCCCN1CCOCC1	1.9	-4.7	-6.5	-1.4	-23.1	-0.1	-0.6	-0.1	-1.3	-0.2	16.8
C[C@H](CO)N1C[C@H](C)[C@@H](CN(C)S(=O)(=O)c2ccccc2C#N)OCc2cnnn2CCCC1=O	0.4	-2.2	1.1	-0.8	-3.1	0.4	-1.3	1.7	2.2	-2.4	-4.0
Cc1ccc(-c2nc(CSCC(=O)NC3CCN(Cc4ccccc4)CC3)c(C)o2)cc1	-1.1	-1.3	-5.7	-1.9	4.2	-11.7	-6.6	-2.7	-3.5	2.3	-18.6
COc1cc(/C=C2/SC(=S)N(C)C2=O)ccc1OC(=O)c1ccco1	-0.3	-1.8	-12.0	-0.5	0.5	2.5	0.0	3.2	-3.2	-8.3	2.4
CC(C)(C)n1nnnc1C(c1ccc2ncccc2c1)N1CCC(O)CC1 (centres undefined)	-0.8	-0.3	-2.1	-1.0	4.0	0.0	1.2	0.0	-2.8	4.8	6.3
O=C(c1ccccc1)C(CCC(CN1CCOCC1)C(=O)c1ccccc1)CN1CCOCC1 (centres undefined)	-2.8	0.0	2.4	-1.3	-0.3	-8.4	-3.9	-1.5	-7.5	0.3	-4.3
COc1ccc(/C=C2\SC(N3CCc4ccccc4C3)=NC2=O)cc1OC	1.9	-8.2	-57.0	-0.3	-30.9	-0.4	-0.5	-0.7	-1.5	-49.2	-0.2
Cc1noc(C)c1COc1ccc(C(=O)N(C)CCOc2ccccc2)cc1	-1.0	-0.5	-9.0	-1.5	-10.0	2.1	-0.9	-1.1	2.1	-6.5	-3.1
CC(=O)N(C)c1ccc(NC(=O)Cc2cccs2)cc1	4.1	-3.0	-4.4	-0.5	3.9	1.3	0.5	0.7	1.6	-1.3	-5.5
COc1ccc(NC(=O)C2=CC(c3ccc(OC)c(OC)c3)=NS(=O)(=O)N2C)cc1	-1.3	1.7	2.4	-1.8	5.6	-1.9	-5.0	-3.1	1.2	0.3	-3.1
Cc1ccc(O)c(N=Cc2ccc(C)s2)c1	-0.1	4.7	-7.3	0.4	6.5	4.1	1.4	5.4	10.3	-2.3	-13.8
c1ccc(-c2cnn3c(-c4ccccc4)c(-c4ccccc4)nc3n2)cc1	0.1	2.5	-31.1	-1.0	2.1	1.5	-0.5	-0.3	-1.0	-17.8	9.5
O=C(NCCN1CCOCC1)c1ccc(Cl)c(S(=O)(=O)N2CCCCCC2)c1	-2.5	0.1	2.8	-1.8	-10.3	0.6	-1.1	-2.9	-0.5	3.7	6.0
CC/C(=C\C(=O)c1ccncc1)Nc1ccc(O)cc1	-0.9	-5.2	-22.0	-1.1	-7.8	1.5	-0.6	-2.7	-3.4	-19.5	-2.5
CC1(C(=O)NS(=O)(=O)c2cccc(C#N)c2)CCN1C(=O)c1ccccc1 (centres undefined)	x	-6.1	-2.2	-0.5	-18.1	2.1	-1.0	2.0	1.3	2.3	11.4
O=c1ccc(-c2ccccc2)no1	-0.3	-0.5	-2.2	-1.1	1.1	0.5	0.2	-0.2	1.9	3.3	2.0
O=C(C1CC(=O)N(c2ccc(F)cc2)C1)N1CCC(c2nc3ccccc3[nH]2)CC1 (centres undefined)	0.2	-2.0	-0.1	-0.7	-11.3	1.4	1.2	-0.8	-2.7	1.8	7.5
COc1ccc(/C=C/CN2CCCC(CCC(=O)NCc3ccc(F)c(F)c3)C2)cc1 (centres undefined)	-0.8	-3.2	0.8	-0.8	-6.7	-1.0	0.5	4.9	-0.9	0.2	-10.5
COC(=O)Nc1ccc(S(=O)(=O)N2CCCC(C(=O)Nc3cccnc3)C2)cc1 (centres undefined)	-0.7	-2.6	-3.4	-1.4	0.0	-1.7	-0.6	-0.2	-1.0	-2.0	-2.0

High-throughput results as filed in PubChem.
